# Screens deposited in PubChem by Emory University Molecular Libraries Screening Center.
# 14-3-3 PPI: modulators of 14-3-3 gamma protein binding, primary screen, biochemical, fluorescence polarization | 14-3-3 protein gamma (Homo sapiens), P61981 | FP, 14-3-3gamma / TMR-pS259-Raf peptide binding | inhibition, % at 40 µM | 160,000 tested, 0.19% active | AID 422, 2006; in the data active means inhibition above about 30%;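 further: 0% = protein plus tracer without compound and 100% = blank with tracer alone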
# Target sequence (P61981 whole entry, looked up): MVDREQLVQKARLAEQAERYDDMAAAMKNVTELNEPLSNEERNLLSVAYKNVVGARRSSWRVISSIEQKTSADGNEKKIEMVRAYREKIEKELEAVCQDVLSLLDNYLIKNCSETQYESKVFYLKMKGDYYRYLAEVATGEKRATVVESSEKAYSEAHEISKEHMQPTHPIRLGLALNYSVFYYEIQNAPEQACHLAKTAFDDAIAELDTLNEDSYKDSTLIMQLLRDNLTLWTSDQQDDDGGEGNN
# * hit, by the source's call; & = joins results of further samples.
SMILES,14-3-3 PPI
O=C1c2ccc3c4c(ccc(c24)C(=O)N1c1cccc([N+](=O)[O-])c1)C(=O)N(c1cccc([N+](=O)[O-])c1)C3=O,-8
Cc1cccc(NC(=O)C2C3c4ccccc4C(c4ccccc43)C2C)c1 (stereo unspecified),-3
COc1ccc(-n2nc(C(=O)NCC(=O)N3CCCCCC3)c3ccccc3c2=O)c(OC)c1,5
Oc1cccc(C(=S)N2CCCCC2)c1,0
COc1ccc(C(=O)Cn2nnc(-c3ccc(N4CCOCC4)cc3)n2)cc1OC,-6
CCc1ccc(-n2c(N)c(C(=O)Nc3ccccc3C)sc2=S)cc1,5
COc1cc(SC)ccc1C(=O)NC1CCCCC1,3
CCOC(=O)c1nnn(-c2nonc2-c2ccccc2)c1C,8
O=S1(=O)c2ccccc2NC(c2ccc(OCc3cccc(Cl)c3)cc2)N1Cc1ccccc1 (stereo unspecified),5
Cc1cc(C)n2c(Br)c(CSc3nc4ccccc4o3)nc2n1,-6
O=C1c2cccc(Cl)c2C(=O)c2c1cccc2N1CCOCC1,4
COc1ccc(C)cc1NC(=O)c1cc(-c2ccc(C)s2)nc2ccccc12,-56
CC(NC(=O)Nc1ccccc1O)(C(F)(F)F)C(F)(F)F,-10
CCOC(=O)C1CCCN(C(=O)c2ccc(CS(=O)(=O)c3ccc(Br)cc3)o2)C1 (stereo unspecified),-7
CCCC(=O)N(Cc1cc2cccc(C)c2[nH]c1=O)c1ccccc1OC,-1

# Overlap with the part before: four entries, then new ones.
SMILES,14-3-3 PPI
COc1ccc(C)cc1NC(=O)c1cc(-c2ccc(C)s2)nc2ccccc12,-56
CC(NC(=O)Nc1ccccc1O)(C(F)(F)F)C(F)(F)F,-10
CCOC(=O)C1CCCN(C(=O)c2ccc(CS(=O)(=O)c3ccc(Br)cc3)o2)C1 (stereo unspecified),-7
CCCC(=O)N(Cc1cc2cccc(C)c2[nH]c1=O)c1ccccc1OC,-1
COc1cc(C(=O)Oc2ccc(Br)cc2C(=S)N2CCOCC2)cc(OC)c1OC,1
CCOc1ccccc1C(=O)Nc1cccc(Cl)c1,11
Cc1ccc(S(=O)(=O)Nc2ccc(Br)cc2C(=O)c2ccc(Cl)cc2)cc1,0
Cc1cccc(N2CCN(CC(=O)NCC3CCCCC3)CC2)c1C,2
CCOc1ccc(NC(=O)COc2ccc(C)cc2Br)cc1,0
COc1ccc(C2CC(=O)C3=C(C2)NC(C)=C(C(=O)Nc2ccccc2C)C3c2coc3ccc(C)cc3c2=O)cc1OC (stereo unspecified),-12
O=C(Nc1ccc(-c2nc3ccccc3c(=O)o2)cc1)c1cccc(Br)c1,2
CCCN(CCC)c1ncnc2c1cnn2-c1ccc(OC)cc1,0
CCOC(=O)Cc1csc(NC(=O)CSc2ncnc3c2cnn3-c2ccc(OC)cc2)n1,-18
O=C(CSc1nnc(-c2ccccc2)o1)NC1CCCCC1,-8
N=C1/C(=C(/O)c2ccccc2)C(c2ccccc2)C2=C(CCCC2=O)N1c1ccccc1 (stereo unspecified),-4
Cc1ccccc1Cn1c(=O)c2c(nc3n2CCN3Cc2ccco2)n(C)c1=O,4
COC(=O)CSc1nnc(SCc2ccc(OC)cc2)s1,-6
CCOC(=O)C1=C(N)Oc2cc(O)ccc2C1c1cccnc1 (stereo unspecified),-12&-3
CN(C)c1cccc(C(=O)NCC2CCCO2)c1 (stereo unspecified),-7

# Arranged by the number under 14-3-3 PPI (smallest number first): 4 from the list above
compound | 14-3-3 PPI
COc1ccc(C2CC(=O)C3=C(C2)NC(C)=C(C(=O)Nc2ccccc2C)C3c2coc3ccc(C)cc3c2=O)cc1OC (stereo unspecified) | -12
COC(=O)CSc1nnc(SCc2ccc(OC)cc2)s1 | -6
CCOc1ccc(NC(=O)COc2ccc(C)cc2Br)cc1 | 0
Cc1ccccc1Cn1c(=O)c2c(nc3n2CCN3Cc2ccco2)n(C)c1=O | 4

# Back to the main list with the two entries that preceded the break.
SMILES,14-3-3 PPI
CCOC(=O)C1=C(N)Oc2cc(O)ccc2C1c1cccnc1 (stereo unspecified),-12&-3
CN(C)c1cccc(C(=O)NCC2CCCO2)c1 (stereo unspecified),-7
CCn1cc(C(=O)NC2CCCCC2C)c(=O)c2ccc(C)nc21 (stereo unspecified),-7
O=C(Nc1ccccc1F)c1ccccc1Cl,0
Cc1ccc(-c2nc3ccccc3o2)cc1N,-49
O=C(CN1CCOCC1)NCc1ccccc1,1
Cn1c(=O)c2c(nc(CN3CCN(c4ccccc4)CC3)n2Cc2ccccc2F)n(C)c1=O,-5
CCOC(=O)C1CCC(CN(Cc2ccccc2Cl)S(=O)(=O)c2ccc(F)c(C)c2)CC1 (stereo unspecified),-8
Cc1cnc(C(=O)Nc2nnc(C)s2)cn1,-6
CC(NS(=O)(=O)c1ccccc1)C(c1cccs1)N1CCN(C)CC1 (stereo unspecified),-2
Cn1c(=S)ccc2ccccc21,-1
CC1=C(C)CC(C(=O)Nc2ccc(S(=O)(=O)N3CCOCC3)cc2)C(C(=O)O)C1 (stereo unspecified),0
COC(=O)C1=C(C)NC2=C(C(=O)CC(c3cccc(OC)c3)C2)C1c1coc2ccc(Cl)cc2c1=O (stereo unspecified),2
CC(C)CCSc1nc2c(c(=O)[nH]c(=O)n2C)n1CCCc1ccccc1,-3&2
CCCc1cc(=O)[nH]c(SCC(=O)Nc2ccc(Br)cc2)n1,-5
O=C(CSc1nnc2scc(-c3ccc(Cl)cc3)n12)NCc1ccc2c(c1)OCO2,-3&6
COC(=O)c1ccc(Oc2nc(NC(C)C)nc(SC)n2)cc1,-8

# Part of the list above, reformatted:
Cc1cnc(C(=O)Nc2nnc(C)s2)cn1
  14-3-3 PPI: -6
COc1ccc(C(=O)Cn2nnc(-c3ccc(N4CCOCC4)cc3)n2)cc1OC
  14-3-3 PPI: -6
CCOc1ccc(NC(=O)COc2ccc(C)cc2Br)cc1
  14-3-3 PPI: 0
COc1ccc(-n2nc(C(=O)NCC(=O)N3CCCCCC3)c3ccccc3c2=O)c(OC)c1
  14-3-3 PPI: 5

# The results go on.
SMILES,14-3-3 PPI
CCCC(=O)N1c2ccccc2NC2=C(C(=O)CCC2)C1c1ccc(C)cc1 (stereo unspecified),-7
CNC(=O)CN1C(=O)CSc2nc(C)cc(C)c21,5
CC(=O)Nc1ccc(NS(=O)(=O)c2ccc3[nH]cc(C(=O)O)c(=O)c3c2)cc1,-10
O=C(Cn1cc([N+](=O)[O-])nc1[N+](=O)[O-])N(Cc1ccccc1)Cc1ccccc1,-3
N#CCSc1nnc(COc2ccc3ccccc3c2)o1,-2
C/C(=N\S(=O)(=O)c1ccc(C)cc1)N1CCN(S(=O)(=O)c2ccccc2)C1,-3
COc1nsc(SC)c1C#N,-6
O=C(Cc1ccccc1)Nc1ncc(Cc2ccc(Br)cc2)s1,3
Cc1ccc(NC2(C#N)C(=O)Nc3ccccc32)cc1 (stereo unspecified),7
CC(=O)Nc1cccc(OCC(=O)NS(=O)(=O)c2ccc(Cl)cc2)c1,3
C=CCN1C(=O)c2ccccc2Sc2ccc(C(=O)NCc3ccc(OC)cc3)cc21,-35
Cc1ccc2c(c1)N(CCC(=O)NCc1ccco1)C(=O)C(C)O2 (stereo unspecified),-5
CN(C)S(=O)(=O)c1ccc2c(c1)/C(=C/c1cc3c([nH]1)CCCC3)C(=O)N2,-36
Fc1ccc(C=Cc2nc3ccccc3[nH]2)cc1,-5
COc1ccc(OC)c(N(CC(=O)Nc2cc(C)ccc2C)S(=O)(=O)c2ccccc2)c1,-13
Cc1cc(=O)n2[nH]c(-c3ccc(Cl)cc3)cc2n1,-18
CC(N)=O,-12
CC(=O)NCCNC(=O)CC1Nc2c3ccccc3nc(=S)n2C1=O (stereo unspecified),-5
CCC1CCCCN1C(=O)c1ccc(Sc2ccc(F)cc2)c([N+](=O)[O-])c1 (stereo unspecified),0
O=C(CSc1nc2ccccc2c(=O)n1Cc1ccc2c(c1)OCO2)c1ccc(Br)cc1,-4
CCOC(=O)CC(NCc1cccc(C(F)(F)F)c1)c1ccccc1Cl (stereo unspecified),7
CC(NC(=O)c1cccnc1)C(c1cccs1)N1CCOCC1 (stereo unspecified),-4
CC1CCc2c(sc(NC(=O)COc3ccccc3C(C)(C)C)c2C(N)=O)C1 (stereo unspecified),-2
Cc1nonc1OCCNc1ccc([N+](=O)[O-])cc1,2
CCOc1ccc(NC(=O)C2c3ccccc3C(=O)N(CCOC)C2c2cn(C)c3ccccc23)cc1 (stereo unspecified),0
CCOC(=O)c1cnc2c(C)cc(Cl)cc2c1Nc1cccc(Cl)c1,0
CCc1cc2c(=O)c(-c3ccccc3)coc2cc1OC,1
COc1ccccc1NC(=O)CSc1oc(-c2cccs2)nc1S(=O)(=O)c1ccccc1,-109
CCOC(=O)Cc1c(C)c2ccc(N(CC)CC)cc2oc1=O,-8
CC(C)c1ccc(NC(=O)CCNC(=O)Cn2ccc3ccccc3c2=O)cc1,-5
CCSc1nnc2c(n1)OC(c1ccccn1)N(C(=O)CC)c1ccccc1-2 (stereo unspecified),-5
CN(C)CCCOC(=O)c1cccnc1Cl,-2
COc1cc(NS(=O)(=O)c2ccc(N=Cc3c(O)ccc4ccccc34)cc2)nc(OC)n1,-1
CCN(CC)S(=O)(=O)c1cc(C(=O)Nc2ccccc2)ccc1OC,7
O=C1CN(C(=O)c2ccc(S(=O)(=O)N3CCOCC3)cc2)C(c2ccccc2)c2cc(F)ccc2N1 (stereo unspecified),-11
Cc1c(NC(=O)CSc2nnc(-c3cccc(Cl)c3)o2)c(=O)n(-c2ccccc2)n1C,12
Cc1cc(Cl)ccc1OCCn1cncn1,4
COc1ccc(C=Cc2nc3ccccc3n2C)cc1,2
CC1=C(C(=O)OCC2CCCCC2)C(c2cccc(Oc3ccccc3)c2)NC(=O)N1 (stereo unspecified),-4
CCOC(=O)C1=C(C(F)(F)F)Nc2nnnn2C1c1cc(OC)ccc1OC (stereo unspecified),-2
COCC(C)OC(=O)C(C#N)c1nc2ccccc2nc1N1CCN(Cc2ccccc2)CC1 (stereo unspecified),-3
COc1ccc(-c2nnc(CSc3nc4ccccc4c(=O)n3CC3CCCO3)o2)cc1OC (stereo unspecified),0
O=C(Nc1ccccn1)c1ccc(=O)[nH]n1,1
Cc1ccc(Cl)cc1NC(=O)CCN1C(=S)NC(C)(C)CC1C (stereo unspecified),-4
O=C(Nc1cccc(NC(=O)c2ccc(-c3ccccc3[N+](=O)[O-])o2)c1)c1ccco1,2
COc1ccc(Cl)cc1NC(N)=Nc1nc2c(c(=O)[nH]1)CCC2,1
Cn1c(=O)c2c(nc(SCCN3CCOCC3)n2Cc2ccccc2Cl)n(C)c1=O,-3
CCCOc1c(Br)cc(C2C3=C(CCCC3=O)N(CC)C3=C2C(=O)CCC3)cc1OC,-7
COc1ccc(CC(=O)Nc2c3c(nn2-c2cccc(C)c2C)CS(=O)C3)cc1OC (stereo unspecified),-5&0
CC(C)n1c(SCC(=O)Nc2ccc(OC(F)(F)F)cc2)nc2c1c(=O)n(C)c(=O)n2C,-13
CCCC1(O)CC(c2cc(OC)ccc2OC)NC(c2cc(OC)ccc2OC)C1C (stereo unspecified),-4
COc1ccc(-c2nnc3ccc(SCC(=O)NCc4ccco4)nn23)cc1,-1
O=C(c1c(F)cccc1F)N1CCN(c2cccc(C(F)(F)F)c2)CC1,-1
O=C(O)CCSc1nnc(-c2ccccc2)n1-c1ccccc1,-2
CC1=C(C(=O)Nc2ccccn2)C(c2cccs2)C2=C(CC(C)(C)CC2=O)N1 (stereo unspecified),-2
COC(=O)/C=C(\C)NC(=O)c1cccs1,0
C=CCSc1nc2ccc(N=Cc3cccc([N+](=O)[O-])c3)cc2s1,-13
CCCCCOc1ccc(C(=O)Nc2nc3ccc4sc(C)nc4c3s2)cc1,-53
Cc1c(Cc2ccccc2)c(-n2ccnc2)n2c(nc3ccccc32)c1C#N,-41
Cc1oc2nc(SCC(=O)NCc3cccnc3)nc(N)c2c1C,-1
# (list continues)
SMILES,14-3-3 PPI
O=[N+]([O-])c1c(NCCCO)cc(Sc2nc3ccccc3s2)c2nonc12,-2
O=C(NCc1nnc2n1CCCCC2)c1ccc(Cl)cc1Cl,1
CN(C)CCCN1C(=O)C(=O)/C(=C(/O)c2ccccc2)C1c1ccccc1 (stereo unspecified),3
O=C(CCC(=O)N1CCN(S(=O)(=O)c2ccccc2)CC1)NC1CCCc2ccccc21 (stereo unspecified),-2
Cc1c2cn[nH]c(=O)c2c(C)n1Cc1ccc(F)cc1,-3
O=C(CCn1c(SCC(=O)NCc2ccco2)nc2ccccc2c1=O)NCCc1ccccc1,-5
Brc1ccc(SCCc2ccncc2)cc1,-3
COc1ccc(S(=O)(=O)Cc2ccc(C(=O)N3CCN(Cc4ccccc4)CC3)o2)cc1,-8
CCOc1ccc(-c2cn(-c3cccc(C)c3C)c(=O)[nH]2)cc1Cl,-5
Cc1sc2ncn(CC(=O)N3CCCC3)c(=O)c2c1S(=O)(=O)N1CCCCC1,1
O=C(COc1cccc(Br)c1)Nc1nc(-c2ccccc2)cs1,0
Cc1ccc2c(C)nc(Nc3nc(C)cc(C)n3)nc2c1,-7
O=C(O)c1ccc(CNCc2ccc(Br)cc2)cc1,3
CCCCOc1ccc(C(C)NC(=O)C2CCN(c3nc4ccccc4o3)CC2)cc1 (stereo unspecified),6
CCOC(=O)CC1C(=O)NCCN1C(=O)c1cc2c(=O)n3ccccc3nc2s1 (stereo unspecified),-6
COc1ccc(OC)c(C2NC(=S)NC(C)=C2C(=O)Nc2cc(Cl)ccc2OC)c1 (stereo unspecified),1
O=C(Nc1ccccc1-c1nc2ccccc2s1)c1ccc(Cl)cc1,0
O=C(C1=C(O)C(=O)N(c2ncccn2)C1c1cccc(Cl)c1)c1ccco1 (stereo unspecified),-60
COc1ccccc1N1C(=O)c2ccc(C(=O)Nc3cc(C(=O)O)cc(C(=O)O)c3)cc2C1=O,-6
O=C(Nc1cccc2c1OCO2)c1cc2nc(-c3ccc(Br)cc3)cc(C(F)(F)F)n2n1,-17
Nc1ccc(C(=O)Nc2ccc(N)cc2N)cc1,-33
N=c1sccn1CC(=O)Nc1ccc(S(=O)(=O)N2CCOCC2)cc1,5
CCCNC(=O)CN(c1ccc(F)c(Cl)c1)S(C)(=O)=O,3
CCN(CC)CCC#CC(OC)(c1ccccc1)c1ccccc1,-1

# The list is partial; count on the stated rates, not on these rows.
